# Screening data as filed in PubChem.
# UPR XBP1 act: activators of adaptive arm of unfolded protein response (XBP1); CHO-XBP1 luciferase reporter, IRE1-XBP1 UPR activation, luminescence; percent of tunicamycin response, DMSO as zero; activation, % at 20 µM; 330,000 tested, 0.33% active;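 active = versus positive control, 20 µM dose yields 30% or more activation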;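 note: 100% = tunicamycin at 10 µg/mL and 0% = DMSO only wells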
#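 Test system: CHO-XBP1 luciferase reporter cells | Buffer or medium: Serum-containing F12 medium, 10% FBS | Schedule: 6 h compound exposure at 37 °C, 5% CO2 | Detection: Steady-Glo luciferase glow luminescence, 10 min after reagent addition | Read-out basis: Activation, % of tunicamycin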
# tim23-1 inh: tim23-1 yeast growth inhibition | 330,000 tested, 1.3% active | inhibition, % at 20 µM | AID 463212 | S. cerevisiae tim23-1 growth, BacTiter-Glo luminescence, 24 h;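 active = growth inhibition of the mutant yeast at or above 50%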;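 note: temperature-sensitive mutant grown at 25 °C; plate controls were DMSO-treated mutant yeast for no effect and medium wells lacking yeast for full effect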
# Jurkat NFkB inh: inhibitors of the PMA/ionomycin-induced NF-kB reporter in Jurkat cells; PMA/ionomycin-induced NF-kB luciferase reporter, luminescence; inhibition, % at 4 µM; 330,000 tested, 0.53% active; in the data active = inhibition above about 50%
# UPR CHOP act: activators of apoptotic arm of unfolded protein response (CHOP); CHO-CHOP luciferase reporter, UPR activation, luminescence; percent of tunicamycin response over DMSO baseline; activation, % at 10 µM; 330,000 tested, 0.34% active; AID 449763;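 active = at 10 µM dose, activation of 40% or more, normalized to positive control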;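 note: 100% = tunicamycin at 10 µg/mL and 0% = DMSO alone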
#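 System: CHO-CHOP luciferase reporter cell line; amount: 500 cells/well; buffer or medium: F12 medium containing 10% fetal bovine serum; incubation: 6 h compound exposure at 37 °C after overnight seeding; measured by: luciferase luminescence after 10 min with Steady-Glo reagent; evaluation: % reporter activation, DMSO baseline versus tunicamycin full activation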
# APJ ag: agonists of human APJ apelin receptor; P35414; CHO-K1 APJ PathHunter beta-arrestin, luminescence; 0% DMSO wells, 100% apelin; activation, % at 20 µM; 330,000 tested, 0.11% active; AID 2520;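 active = activation more than six SD over the plate average, tested at 20 µM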;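 note: 0% = DMSO alone and 100% = apelin-13 at 10 nM; some results filed as inactive read as strong as hits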
#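 Assay system: CHO-K1 APJ beta-arrestin complementation cell line / Compound: single test compound dose, 20 µM final, 1% DMSO / Times: overnight seeding, 90 min compound at 25 °C, 1 h detection / Technique: beta-gal luminescence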
# APJ antag: APJ receptor antagonism | P35414 | CHO-K1 APJ beta-arrestin complementation, luminescence | inhibition, % at 20 µM | 330,000 tested, 0.32% active | AID 2521;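 active = inhibition above about 40% at 20 µM, limit read from the data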;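 note: cells challenged with 10 nM apelin-13 agonist together with compound; plate controls were apelin-13 plus DMSO wells for no effect and DMSO wells lacking apelin-13 for full effect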
# Mdm2 MdmX PPI: disrupts the human Mdm2-MdmX interaction. 330,000 tested, 3% active. inhibition, % at 8 µM. SaOS-2 split-luciferase Mdm2/MdmX complementation, luminescence. O15151+Q00987;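 active = inhibition of at least 50% at 8 µM in the primary screen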
# Target sequence (O15151 whole entry, looked up): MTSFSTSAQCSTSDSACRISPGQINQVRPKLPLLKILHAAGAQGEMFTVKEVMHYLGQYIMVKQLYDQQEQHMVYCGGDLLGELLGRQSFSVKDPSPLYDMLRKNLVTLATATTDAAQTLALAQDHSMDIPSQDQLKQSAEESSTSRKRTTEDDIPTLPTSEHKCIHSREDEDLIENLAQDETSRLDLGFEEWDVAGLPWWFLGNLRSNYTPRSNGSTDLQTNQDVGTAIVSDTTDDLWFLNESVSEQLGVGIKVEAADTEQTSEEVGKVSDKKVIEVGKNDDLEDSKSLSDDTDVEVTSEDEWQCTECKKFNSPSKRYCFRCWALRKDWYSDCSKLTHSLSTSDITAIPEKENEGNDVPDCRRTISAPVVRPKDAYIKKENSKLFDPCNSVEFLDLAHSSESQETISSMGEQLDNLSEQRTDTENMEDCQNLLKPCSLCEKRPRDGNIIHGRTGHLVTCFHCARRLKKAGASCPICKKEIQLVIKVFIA
# Target sequence (Q00987 whole entry, looked up): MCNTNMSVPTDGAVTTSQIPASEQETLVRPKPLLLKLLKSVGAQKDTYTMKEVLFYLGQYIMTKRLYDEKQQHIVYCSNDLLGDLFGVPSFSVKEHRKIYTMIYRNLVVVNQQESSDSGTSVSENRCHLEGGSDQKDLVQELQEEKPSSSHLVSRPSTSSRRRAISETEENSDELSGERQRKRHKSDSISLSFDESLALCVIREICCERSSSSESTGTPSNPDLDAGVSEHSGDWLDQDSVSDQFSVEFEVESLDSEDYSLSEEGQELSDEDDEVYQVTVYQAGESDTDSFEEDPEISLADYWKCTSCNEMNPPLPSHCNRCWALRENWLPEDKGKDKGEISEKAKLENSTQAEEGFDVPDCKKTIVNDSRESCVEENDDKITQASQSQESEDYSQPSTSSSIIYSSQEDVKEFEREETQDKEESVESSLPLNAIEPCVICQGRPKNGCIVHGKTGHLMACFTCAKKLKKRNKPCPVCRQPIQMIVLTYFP
# 697 NFkB inh: inhibitors of the PMA/ionomycin-induced NF-kB reporter in 697 B cells; inhibition, % at 4 µM; AID 435022; 330,000 tested, 0.33% active; 697 B-cell NF-kB luciferase reporter, 16 h; in the data active = inhibition above about 35%
# An asterisk follows results filed as active.
1: COc1ccc(OCc2cc(C(=O)N(C)Cc3cc(C)no3)no2)c(Cl)c1
2: Fc1cccc(NC(=S)NCc2ccccc2Cl)c1
3: CCOC(=O)C1CCN(C(=O)Nc2c(-c3ccccc3)noc2C)CC1
4: Cc1ccc(-c2nc3cccnc3s2)cc1NS(C)(=O)=O
5: Cc1sc2nc(CN3CCCC3)nc(Cl)c2c1C
6: CCNC(=S)N1CCN(S(=O)(=O)c2cccc(C(F)(F)F)c2)CC1
7: COc1cccc(-c2cn(C[C@H]3CC[C@@H]([C@@H]4CC[C@H](Cn5cc(-c6cccc(OC)c6)nn5)O4)O3)nn2)c1
8: CC(C)Cn1c(N)c(C(=O)COC(=O)Cc2cccc(C(F)(F)F)c2)c(=O)n(C)c1=O
compound no.,1,2,3,4,5,6,7,8
UPR XBP1 act,2,0,-3,3,-3,-1,-3,-2
tim23-1 inh,21,38,-11,13,6,11,-2,19
Jurkat NFkB inh,-93,5,-7,-61,0,-1,25,14
UPR CHOP act,4.4,-0.6,-1.5,4.6,2.3,0.9,-0.3,6.5
APJ ag,4,0,-2,-4,-2,-2,5,9
APJ antag,3,-11,7,4,16,13,-4,4
Mdm2 MdmX PPI,-63,15,15,-36,28,-1,-5,11
697 NFkB inh,-103,-5,5,-112,10,9,-4,-31

# 6 compounds picked at random from those above, as already listed:
4: Cc1ccc(-c2nc3cccnc3s2)cc1NS(C)(=O)=O
7: COc1cccc(-c2cn(C[C@H]3CC[C@@H]([C@@H]4CC[C@H](Cn5cc(-c6cccc(OC)c6)nn5)O4)O3)nn2)c1
3: CCOC(=O)C1CCN(C(=O)Nc2c(-c3ccccc3)noc2C)CC1
6: CCNC(=S)N1CCN(S(=O)(=O)c2cccc(C(F)(F)F)c2)CC1
1: COc1ccc(OCc2cc(C(=O)N(C)Cc3cc(C)no3)no2)c(Cl)c1
8: CC(C)Cn1c(N)c(C(=O)COC(=O)Cc2cccc(C(F)(F)F)c2)c(=O)n(C)c1=O
compound no.,4,7,3,6,1,8
UPR XBP1 act,3,-3,-3,-1,2,-2
tim23-1 inh,13,-2,-11,11,21,19
Jurkat NFkB inh,-61,25,-7,-1,-93,14
UPR CHOP act,4.6,-0.3,-1.5,0.9,4.4,6.5
APJ ag,-4,5,-2,-2,4,9
APJ antag,4,-4,7,13,3,4
Mdm2 MdmX PPI,-36,-5,15,-1,-63,11
697 NFkB inh,-112,-4,5,9,-103,-31

# (listing goes on)
9: Cn1c(SCC(=O)c2ccc(F)cc2)nnc1-c1cnccn1
10: CCOC(=O)c1c(C)n(-c2ccc(C)cc2)c2ccc(OCC(O)CNCC3CCCO3)cc12 (centres undefined)
11: CSc1nnc(NC(=O)c2ccc(S(=O)(=O)N3CCOCC3)cc2)s1
12: CC(Oc1ccccc1)C(=O)Nc1ccc(NC(=O)c2ccccc2)cc1 (centres undefined)
13: COc1ccc(C(=O)NCC(=O)N/N=C/c2cccnc2)cc1OC
14: O=[N+]([O-])c1cc(Cl)ccc1N1CCN(c2cccc(C(F)(F)F)c2)CC1
15: O=C(Cn1cc(C(F)(F)F)ccc1=O)Nc1ccccc1
16: Cc1ccc(S(=O)(=O)N/N=C\c2ccc(Cl)c([N+](=O)[O-])c2)cc1
compound no.,9,10,11,12,13,14,15,16
UPR XBP1 act,2,4,0,-3,-1,1,1,-1
tim23-1 inh,8,41,16,8,18,10,-3,28
Jurkat NFkB inh,-18,8,8,6,13,4,-14,15
UPR CHOP act,1.5,2.2,5.3,3.6,-1.8,0.4,0.0,2.1
APJ ag,-2,-4,-6,-7,-1,0,-5,-11
APJ antag,5,7,5,15,-21,8,-5,17
Mdm2 MdmX PPI,-11,78*,24,66*,1,13,-19,14
697 NFkB inh,8,5,-43,-8,-2,5,0,4

17: COc1ccc(NC(=O)COC(=O)CCCC2=NS(=O)(=O)c3ccccc3N2)cc1Cl
18: Cc1cc(Cl)c(OCCCn2cncn2)c(Br)c1
19: O=C(NC(=S)Nc1ccc2c(c1)OCCO2)c1ccc(F)cc1Cl
20: c1ccc(Cc2nn3c(Cn4cnc5ccccc54)nnc3s2)cc1
21: COc1ccccc1N1CCN(C(=O)NC23CC4CC(CC(C4)C2)C3)CC1
22: CC(C)C[C@H]1CN=C(N(C)C)N1CC(C)C
23: CCN(CC(=O)NCc1ccc(F)cc1)C(=O)Cc1c(F)cccc1Cl
24: O=C(CSc1ccccc1)Nc1cccc(NC(=O)c2ccco2)c1
compound no.,17,18,19,20,21,22,23,24
UPR XBP1 act,1,0,1,-1,1,0,-2,2
tim23-1 inh,-12,27,44,6,31,-15,-1,28
Jurkat NFkB inh,9,9,-48,30,-1,-11,-2,12
UPR CHOP act,-0.3,0.0,0.1,-1.3,-1.3,-1.1,5.1,-1.0
APJ ag,-2,15,-4,-3,-2,-2,-2,0
APJ antag,10,4,5,8,8,10,-13,5
Mdm2 MdmX PPI,26,-17,-16,8,38,15,13,-15
697 NFkB inh,-10,-3,-62,-63,2,3,-1,-1

25: Cc1ccc(C(=O)Oc2coc(CSc3nnc(NC(=O)c4cccs4)s3)cc2=O)cc1C
26: Cc1ccc(-c2nc(NCc3cccnc3)c3ccccc3n2)cc1
27: COc1cc(C)ccc1NC(=O)c1ccc(S(=O)(=O)N2CCOCC2)cc1
28: N#Cc1nc(COc2ccc(Br)cc2)oc1NCCN1CCOCC1
29: COC(=O)CSc1nnc(CSc2nc(C)cc(C)n2)n1Cc1ccco1
30: Cc1cc(NC(=O)c2cnn3c(C(F)F)cc(C4CC4)nc23)no1
31: O=C(NCC1CCN(Cc2ccccc2F)CC1)Nc1ccccc1F
32: CCCCn1nnnc1SCC(=O)NNC(=O)C1CCCCC1
compound no.,25,26,27,28,29,30,31,32
UPR XBP1 act,2,2,-3,-1,1,5,-2,-3
tim23-1 inh,-1,38,32,12,20,25,6,-10
Jurkat NFkB inh,10,-23,-10,7,1,0,-8,-4
UPR CHOP act,0.2,2.3,0.3,5.1,0.3,0.5,0.7,0.1
APJ ag,-1,-2,3,2,-1,-3,-1,-2
APJ antag,5,-1,-6,-4,1,19,-12,16
Mdm2 MdmX PPI,-22,9,8,-8,-13,27,-12,2
697 NFkB inh,-9,-33,-5,9,18,4,1,10

33: CCC(=O)Nc1ccc(-c2ccc(N3CCN(C)CC3)nn2)cc1
34: COc1cccc(C(=O)OCC(=O)Nc2cc(C)c(C)cc2[N+](=O)[O-])c1
35: CCN(CC(=O)Nc1cc(C)nn1-c1nc(C)cc(C)n1)Cc1ccccc1
36: CC[N+](CC)(CC#Cc1ccccc1)CC#Cc1ccccc1
37: COc1ccc(C)cc1NC(=O)CSc1nnc(CC(=O)Nc2cccc(C(F)(F)F)c2)n1C
38: Cc1ccc(N2C(=O)CC(Cc3cccc(C)c3)C2=O)cc1 (centres undefined)
39: CCN(CC(=O)Nc1ccc2c(c1)OCCO2)S(=O)(=O)c1ccc(F)cc1
40: CCc1cc2c(NCCC(=O)O)nc(C)nc2s1
compound no.,33,34,35,36,37,38,39,40
UPR XBP1 act,0,1,-1,-1,-2,0,-5,1
tim23-1 inh,-2,-16,29,-6,-2,15,12,3
Jurkat NFkB inh,-23,7,2,38,17,-4,-8,-7
UPR CHOP act,8.4,-1.9,-1.0,1.0,-0.8,-0.2,0.4,0.0
APJ ag,4,-2,-1,0,-2,-1,-3,-19
APJ antag,-3,17,2,8,8,3,10,8
Mdm2 MdmX PPI,-12,13,-63,28,11,29,6,9
697 NFkB inh,-9,-1,-29,-24,22,-3,18,22

41: Cc1oc(-c2cccs2)nc1CN1CCN(CC(C)C)C(CCO)C1 (centres undefined)
42: Cc1c2cn[nH]c(=O)c2c(C)n1Cc1ccc(F)cc1
43: O=C(c1cccc(-n2cccc2)c1)N1CCN(S(=O)(=O)c2ccccc2Br)CC1
44: C=CCSc1nnc2c(n1)OC=Nc1ccc(Br)cc1-2
45: CCc1ccc(C2CC(c3ccccc3)n3ncnc3N2)cc1 (centres undefined)
46: O=C(CSc1nnc2n1CCCN2)c1ccc([N+](=O)[O-])cc1
47: COc1cc(OC)cc(C(=O)NC(C(=O)Nc2ccc3nc(C)sc3c2)C(C)C)c1 (centres undefined)
48: O=C(NCc1cccnc1)c1nc(-c2ccccc2)n(-c2ccccc2)n1
compound no.,41,42,43,44,45,46,47,48
UPR XBP1 act,-1,-1,-2,-1,3,-3,2,-2
tim23-1 inh,11,0,29,35,35,9,31,14
Jurkat NFkB inh,-20,0,16,-2,-10,14,5,26
UPR CHOP act,-1.8,1.2,9.7,-1.3,0.9,-0.6,0.8,0.2
APJ ag,0,-2,2,-1,-1,0,-4,12
APJ antag,0,15,8,-11,1,-41,-7,6
Mdm2 MdmX PPI,23,-7,24,5,5,19,30,-6
697 NFkB inh,1,10,10,20,-9,24,8,-9

49: COC(=O)c1ccc(C(=O)OC)c(NC(=O)CSCc2ccccc2Br)c1
50: CCN(CC)S(=O)(=O)c1ccc(NCc2ccccc2)nc1
51: O=C(CSc1n[nH]c(-c2ccncc2)n1)Nc1ccccc1
52: O=C(NCc1nnc2n1CCCCC2)c1ccc(Cl)cc1Cl
53: COc1ccc(-c2ccc([C@H]3[C@H]4C=CC[C@@H](C)[C@@H]4C(=O)N3Cc3ccccc3)c(F)c2)cc1
54: CCOc1ccccc1NC(=O)Nc1cc(S(=O)(=O)N(C)C)ccc1C
55: Cc1ccc(NC(=O)C2C(C(=O)O)C3C=CC2C32CC2)cc1 (centres undefined)
56: O=C(COCCOCC(=O)N(c1ccccn1)C1CCCCC1)N(c1ccccn1)C1CCCCC1
compound no.,49,50,51,52,53,54,55,56
UPR XBP1 act,0,-1,-4,6,0,0,2,-7
tim23-1 inh,2,24,-5,8,14,-6,7,6
Jurkat NFkB inh,-2,8,-2,0,15,-3,-2,5
UPR CHOP act,1.3,-0.4,-0.1,-1.3,-0.4,1.9,2.2,-1.7
APJ ag,-3,-3,2,-2,5,-3,-2,-4
APJ antag,21,28,-16,13,14,15,11,-28
Mdm2 MdmX PPI,23,5,-1,11,30,9,-2,17
697 NFkB inh,-14,-4,21,9,10,16,-3,17

57: O=C1CC(c2ccncc2)c2cc3c(cc2N1)OCCO3 (centres undefined)
58: CNC(=S)N/N=C/c1ccc(N2CCOCC2)s1
59: CCC(=O)Nc1ccc(C(=O)CN2C(=O)NC3(CCOc4ccccc43)C2=O)cc1 (centres undefined)
60: O=C(CCc1[nH]c2ccccc2c1Sc1ccccc1)NCCO
61: CN(Cc1ccccc1)C(=S)Nc1ccc2nc3n(c(=O)c2c1)CCCCC3
62: COc1cccc(CNS(=O)(=O)c2ccc3c(c2)C(C)(C)C(=O)N3C)c1
63: O=C(Oc1ccc(C(=S)N2CCOCC2)cc1)c1ccccc1[N+](=O)[O-]
64: FC(F)(F)c1cccc(N2CCN(C(=S)NC3CCCCC3)CC2)c1
65: CCOC(=O)CCCC(=O)N1CCOCCOCCOCC1
compound no.,57,58,59,60,61,62,63,64,65
UPR XBP1 act,-2,-3,-1,0,-1,-4,-4,0,-2
tim23-1 inh,9,-8,5,16,9,17,29,13,-11
Jurkat NFkB inh,-14,10,-10,11,-5,14,-8,-3,1
UPR CHOP act,1.0,-0.2,2.0,3.1,-0.4,-1.5,1.5,-0.6,-0.9
APJ ag,1,-3,2,-4,1,6,1,-1,1
APJ antag,6,20,-9,10,-18,-7,-2,6,11
Mdm2 MdmX PPI,0,-16,-31,-6,23,0,13,16,25
697 NFkB inh,-7,1,6,3,7,7,4,-1,7
